High-throughput results: PubChem BioAssay, Dana-Farber Cancer Institute and Novartis Institutes for BioMedical Research (Cambridge, Mass)
USP7 inh – inhibitors of human USP7 deubiquitinase | Q93009 | purified USP7, Ub-rhodamine cleavage fluorescence | inhibition, % at 20 µM | hit rate 0.3% among 47,000 | AID 1645854
USP10 block – blocks human USP10 ubiquitin-rhodamine cleavage; Q14694; inhibition, % at 20 µM; purified USP10, Ub-rhodamine fluorescence, 60 min; hit rate 1.1% among 47,000
Target sequence (Q14694 whole entry, looked up): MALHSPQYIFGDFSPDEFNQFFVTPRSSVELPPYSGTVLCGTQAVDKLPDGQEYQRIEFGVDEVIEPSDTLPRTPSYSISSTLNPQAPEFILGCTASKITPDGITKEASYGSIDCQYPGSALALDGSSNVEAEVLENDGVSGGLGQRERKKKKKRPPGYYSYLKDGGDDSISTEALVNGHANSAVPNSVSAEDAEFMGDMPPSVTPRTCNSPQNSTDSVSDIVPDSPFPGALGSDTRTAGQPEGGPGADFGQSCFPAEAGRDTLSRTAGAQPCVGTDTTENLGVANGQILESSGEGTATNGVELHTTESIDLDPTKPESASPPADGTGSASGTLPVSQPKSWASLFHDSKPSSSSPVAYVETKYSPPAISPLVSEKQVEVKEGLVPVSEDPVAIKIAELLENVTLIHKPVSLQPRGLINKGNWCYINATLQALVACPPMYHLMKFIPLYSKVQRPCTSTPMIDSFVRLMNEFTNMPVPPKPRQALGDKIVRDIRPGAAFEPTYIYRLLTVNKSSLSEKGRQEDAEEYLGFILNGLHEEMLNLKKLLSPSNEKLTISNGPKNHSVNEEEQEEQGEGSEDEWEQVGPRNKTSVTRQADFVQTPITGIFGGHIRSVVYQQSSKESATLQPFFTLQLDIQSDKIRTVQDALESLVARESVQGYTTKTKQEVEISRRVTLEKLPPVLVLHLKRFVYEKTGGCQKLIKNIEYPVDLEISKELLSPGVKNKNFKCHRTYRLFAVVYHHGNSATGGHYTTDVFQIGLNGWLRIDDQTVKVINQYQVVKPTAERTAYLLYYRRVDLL
USP17 inh – inhibitors of human USP17 deubiquitinase; purified USP17, Ub-rhodamine cleavage fluorescence, 3 h; inhibition, % at 50 µM; hit rate 6.5% among 47,000
OTUD3 block – human OTUD3 deubiquitinase inhibition; Q5T2D3; purified OTUD3, Ub-rhodamine fluorescence, 2 h; hit rate 0.7% among 47,000; inhibition, % at 25 µM
UCHL1 block – inhibitors of human UCHL1 deubiquitinase; inhibition, % at 20 µM; P09936; purified UCHL1, Ub-rhodamine cleavage fluorescence; hit rate 0.2% among 47,000
USP8 inh – inhibitors of human USP8 deubiquitinase; hit rate 4.2% among 47,000; purified USP8, Ub-rhodamine cleavage fluorescence, 30 min; inhibition, % at 20 µM; P40818
USP30 block – blocks human USP30 ubiquitin-rhodamine cleavage. Q70CQ3. purified USP30, Ub-rhodamine cleavage fluorescence. hit rate 5.3% among 47,000. inhibition, % at 25 µM
USP28 inh – blocks human USP28 ubiquitin-rhodamine cleavage; Q96RU2; purified USP28, Ub-rhodamine cleavage fluorescence, 30 min; inhibition, % at 25 µM; hit rate 3% among 47,000; AID 1645857
* hit, by the source's call. No stated cut-off is given here; in the data, active means inhibition above about 30%; inactive means the rest. This is a random part of the collection; any-hit rate near 13%.

Cc1cc(-c2ncc(C)[nH]2)nc(CC2CCN(C(=O)C3CCN(C)CC3)CC2)n1 was read as USP7 inh 0, USP10 block 2, USP17 inh -12, OTUD3 block -2, UCHL1 block 1, USP8 inh -4, USP30 block -10 and USP28 inh -8.
For Cc1cc(-c2cnc(N3CCC(O)CC3)nc2C(C)(C)C)on1 the results were USP7 inh -9, USP10 block -1, USP17 inh -4, OTUD3 block 0, UCHL1 block -2, USP8 inh -2, USP30 block 5 and USP28 inh 2.
Screening O=C(NCc1csc2ccccc12)c1cc(F)cc2c1OCOC2 returned USP7 inh -1, USP10 block 0, USP17 inh 13, OTUD3 block 9, UCHL1 block 4, USP8 inh 23, USP30 block 17 and USP28 inh 24.
For CNc1nc2c(c(=O)n1-c1ccccc1)CCN(C(=O)c1ccc3ccccc3c1)C2 the results were USP7 inh 1, USP10 block 2, USP17 inh 12, OTUD3 block 8, UCHL1 block 3, USP8 inh -12, USP30 block 43* and USP28 inh 17.
For CC1CN(C(=O)CCC(=O)NCc2ccccc2Cl)c2ccccc2O1 (stereo not given) the results were USP7 inh -15, USP10 block 1, OTUD3 block 0, UCHL1 block -2, USP8 inh -2, USP30 block 1 and USP28 inh -3.
`Cc1sc2ncnc(NC(c3ccccc3)c3ccccc3)c2c1C` gave USP7 inh 12, USP10 block 1, USP17 inh 8, OTUD3 block 2, UCHL1 block 7, USP8 inh 17, USP30 block -17 and USP28 inh 3.
For COc1ccc(CNC(=O)c2cccc(-c3cnc(N4CCCC4)nc3)c2)cc1 the results were USP7 inh 0, USP10 block 8, USP17 inh 45*, OTUD3 block -1, UCHL1 block -2, USP8 inh 0, USP30 block 49* and USP28 inh 0.
CCc1nc2ccc(C(=O)Nc3nc(-c4ccc5c(c4)CCN5C(=O)C(C)C)cs3)cc2nc1CC was read as USP7 inh -12, USP10 block -1, USP17 inh -17, OTUD3 block -20, UCHL1 block -18, USP8 inh -5, USP30 block -130 and USP28 inh -27.
`COc1cc(OC)c(NC(=O)CCC(=O)N2CCCn3nc(C)cc32)cc1Cl` gave USP7 inh -5, USP10 block 3, USP17 inh -4, OTUD3 block -1, UCHL1 block -2, USP8 inh 2, USP30 block -4 and USP28 inh -11.
Screening Cc1ccc(C2c3cccn3CCN2C(=O)Nc2ccccc2)cc1 (stereo not given) returned USP7 inh -174, USP10 block -8, USP17 inh -119, OTUD3 block -230, UCHL1 block -162, USP8 inh -117, USP30 block inactive and USP28 inh -161.
For CS(=O)(=O)c1ccc(N2CCCN(C(=O)c3ccco3)CC2)cc1 the results were USP7 inh -1, USP10 block -1, USP17 inh -17, OTUD3 block -6, UCHL1 block -4, USP8 inh -10, USP30 block -29 and USP28 inh -21.
`CNS(=O)(=O)c1ccc(-c2nc(-c3ccccc3)no2)o1` gave USP7 inh 4, USP10 block 3, USP17 inh 13, OTUD3 block 8, UCHL1 block 3, USP8 inh 18, USP30 block 16 and USP28 inh 17.
Screening CCCc1cc2c(=O)c(-c3ccc4c(c3)OCCCO4)coc2cc1OC(=O)N(C)C returned USP7 inh 2, USP10 block 6, USP17 inh 5, OTUD3 block 1, UCHL1 block 6, USP8 inh -20, USP30 block 15 and USP28 inh 11.
`O=C(Nc1ccc2c(c1)OCO2)[C@H]1C[C@@H]2CN(Cc3ccccc3)C[C@H]1O2` gave USP7 inh 2, USP10 block 3, USP17 inh 12, OTUD3 block 8, UCHL1 block 1, USP8 inh 16, USP30 block 27 and USP28 inh 15.
For O=C(Cc1ccccc1F)Nc1nc(-c2ccco2)c(-c2ccco2)s1 the results were USP7 inh -91, USP10 block -12, OTUD3 block 58*, UCHL1 block -59, USP8 inh 74*, USP30 block -111 and USP28 inh 43*.
For Cc1ccc(S(=O)(=O)N2CCC(c3nc(C(=O)N(C)C)c(C)o3)CC2)c(C)c1 the results were USP7 inh 0, USP10 block -1, USP17 inh 1, OTUD3 block -4, UCHL1 block -4, USP8 inh -7, USP30 block -5 and USP28 inh -4.
O=C(NC1CC1)c1nnn(-c2ccc(Cl)cc2)c1-c1cccnc1 was read as USP7 inh 0, USP10 block 2, USP17 inh -9, OTUD3 block -1, UCHL1 block -1, USP8 inh -61, USP30 block -4 and USP28 inh -5.
COc1cccc(C2NC(=O)c3c(sc4c3CCN(C)C4)N2)c1O (stereo not given) was read as USP7 inh -31, USP10 block -8, USP17 inh -50, OTUD3 block -40, UCHL1 block -29, USP8 inh -26, USP30 block -147 and USP28 inh -43.
Screening Cc1ccc(Cc2nc(CC(=O)Nc3ccc(F)cc3F)n[nH]2)cc1 returned USP7 inh -3, USP10 block -3, USP17 inh 13, OTUD3 block -1, UCHL1 block 1, USP8 inh 0, USP30 block -1 and USP28 inh 2.
For Cc1c(S(=O)(=O)Nc2ccc(F)cc2)cc(C(=O)N2CCCCC2)n1C the results were USP7 inh 1, USP10 block 1, USP17 inh 5, OTUD3 block 7, UCHL1 block 1, USP8 inh -140, USP30 block 12 and USP28 inh 6.
COc1cnc(-c2cccc(C(F)(F)F)c2)nc1Sc1ccccc1 was read as USP7 inh 5, USP10 block 1, USP17 inh 9, OTUD3 block 9, UCHL1 block 1, USP8 inh 15, USP30 block 18 and USP28 inh 8.
`O=C(c1ccc2ncccc2c1)N1CCOC(c2cccc(Cc3cccc(Cl)c3)n2)C1` (stereo not given) gave USP7 inh -31, USP10 block -9, USP17 inh -4, OTUD3 block 1, UCHL1 block 3, USP8 inh -14, USP30 block -23 and USP28 inh 15.
`COc1cccc(CC(=O)Nc2cccc(S(=O)(=O)N3CCOCC3)c2)c1` gave USP7 inh -5, USP10 block 0, USP17 inh 3, OTUD3 block -4, UCHL1 block -1, USP8 inh 0, USP30 block -10 and USP28 inh -3.
For O=C(NC1CCCCC1)N1CC(c2nc(-c3ccc[nH]c3=O)no2)C1 the results were USP7 inh -1, USP10 block -1, USP17 inh -21, OTUD3 block -2, UCHL1 block -4, USP8 inh -51, USP30 block -6 and USP28 inh -21.
Cc1sc2ncnc(NS(=O)(=O)c3ccc(Cl)cc3)c2c1C was read as USP7 inh -54, USP10 block -5, USP17 inh 7, OTUD3 block 2, UCHL1 block -5, USP8 inh 11, USP30 block -32 and USP28 inh -2.
O=C(CSc1ncccc1C(=O)Nc1ccnn1Cc1ccccn1)Nc1ccc2c(c1)OCO2 was read as USP7 inh -3, USP10 block -2, USP17 inh 0, OTUD3 block -1, UCHL1 block -3, USP8 inh 6, USP30 block -5 and USP28 inh -2.
Screening COc1ccc(CNC(=O)c2nc3c(s2)CCN(C(=O)c2cnc(C)cn2)CC3)cc1 returned USP7 inh 0, USP10 block 0, USP17 inh 7, OTUD3 block 13, UCHL1 block 2, USP8 inh 1, USP30 block 10 and USP28 inh 11.
`CC(C)CN1C(=O)CCc2cc(NS(=O)(=O)c3cccc(C#N)c3)ccc21` gave USP7 inh -3, USP10 block -3, USP17 inh -13, OTUD3 block -14, UCHL1 block -5, USP8 inh 0, USP30 block -17 and USP28 inh -19.
`CC(C)(C)NC(=O)CN1C(=O)COc2cc(S(=O)(=O)N3CCCC3)ccc21` gave USP7 inh 2, USP10 block 2, USP17 inh 2, OTUD3 block 21, UCHL1 block 0, USP8 inh 0, USP30 block -8 and USP28 inh 4.
Clc1ccc2oc3c(N4CCCC4)ncnc3c2c1 was read as USP7 inh -2, USP10 block 1, USP17 inh 0, OTUD3 block 1, UCHL1 block 1, USP8 inh -1, USP30 block 6 and USP28 inh 0.
Screening CC(=O)c1ccc(N2CCN(CC(=O)c3c(N)n(Cc4ccccc4)c(=O)n(C)c3=O)CC2)cc1 returned USP7 inh -5, USP10 block -5, USP17 inh -6, OTUD3 block -20, UCHL1 block -4, USP8 inh -11, USP30 block -4 and USP28 inh -12.
`O=C(CCC1CCCCC1)Nc1ccccc1C(=O)N1CCOCC1` gave USP7 inh 11, USP10 block 27, USP17 inh 70*, OTUD3 block 29, UCHL1 block 2, USP8 inh 80*, USP30 block 40* and USP28 inh 34*.
For Cc1ccc(F)cc1CN1CCC(c2nc(-c3cccnc3)no2)CC1 the results were USP7 inh -5, USP10 block -2, USP17 inh -23, OTUD3 block -6, UCHL1 block -4, USP8 inh -20, USP30 block -77 and USP28 inh -15.
O=C(NC1CCN(Cc2ccccc2)CC1)C1CCCN(c2cnc3nccnc3c2)C1 (stereo not given) was read as USP7 inh -34, USP10 block -6, USP17 inh -164, OTUD3 block -116, UCHL1 block -37, USP8 inh -16, USP30 block -459 and USP28 inh -134.
Cn1c(=O)[nH]c(=O)c2c(C3C(=O)Nc4ccccc43)c(-c3ccc(F)cc3)[nH]c21 (stereo not given) was read as USP7 inh -54, USP10 block 5, USP17 inh -6, OTUD3 block -17, UCHL1 block -2, USP8 inh -39, USP30 block -25 and USP28 inh -9.
For Cc1nc2c(c3c1[nH]c1ccccc13)C(=O)CC(C)(C)C2 the results were USP7 inh -18, USP10 block -5, USP17 inh -57, OTUD3 block -41, UCHL1 block 2, USP8 inh -32, USP30 block -128 and USP28 inh -65.
Cn1c(CNS(=O)(=O)c2ccc(Cl)cc2)nnc1SCc1cccc(C(F)(F)F)c1 was read as USP7 inh -18, USP10 block 0, USP17 inh -15, OTUD3 block -5, UCHL1 block 1, USP8 inh -114, USP30 block -1 and USP28 inh 7.
For O=C(NCCc1ccccc1)c1cccc(N2CCCCS2(=O)=O)c1 the results were USP7 inh 4, USP10 block -1, USP17 inh -21, OTUD3 block 3, UCHL1 block 0, USP8 inh 1, USP30 block -3 and USP28 inh -3.
Screening COc1ccccc1CNC(=O)CCN1C(=O)c2cccnc2Sc2ccccc21 returned USP7 inh -2, USP10 block -3, USP17 inh -18, OTUD3 block -2, UCHL1 block -3, USP8 inh -5, USP30 block -10 and USP28 inh -11.
COc1cccc(C(=O)Nc2c(C(=O)N3CCOCC3)oc3ccccc23)c1 was read as USP7 inh -3, USP10 block 1, USP17 inh 5, OTUD3 block 14, UCHL1 block 3, USP8 inh 4, USP30 block 10 and USP28 inh 11.
O=C(c1ccc(N2CCOCC2)c([N+](=O)[O-])c1)N(Cc1ccccc1)c1ccccn1 was read as USP7 inh -1, USP10 block -1, USP17 inh -23, OTUD3 block -5, UCHL1 block 1, USP8 inh -109, USP30 block -8 and USP28 inh -13.
Cc1ccc(SCc2nc(N)nc(Nc3ccccc3C)n2)cc1C was read as USP7 inh -7, USP10 block 7, USP17 inh -8, OTUD3 block -8, UCHL1 block 0, USP8 inh 4, USP30 block -24 and USP28 inh -4.
`CC(C)CN1C[C@@]23CN(C(=O)NCCc4ccc(F)cc4)C[C@@H](C[C@@H]2S1(=O)=O)O3` gave USP7 inh 3, USP10 block 4, USP17 inh 4, OTUD3 block 15, UCHL1 block 2, USP8 inh -10, USP30 block 22 and USP28 inh 32*.
Screening Cc1cc(NC(=O)COc2ccc3oc4ccccc4c3c2)no1 returned USP7 inh 4, USP10 block 6, USP17 inh 78*, OTUD3 block -3, UCHL1 block -1, USP8 inh -2, USP30 block 21 and USP28 inh 5.
For CCOc1ccc2[nH]c3c(=O)n(Cc4cccnc4)cnc3c2c1 the results were USP7 inh 7, USP10 block 1, USP17 inh 25, OTUD3 block 9, UCHL1 block 2, USP8 inh 29, USP30 block 22 and USP28 inh 14.
Screening CCc1cc(C(=O)c2ccc(OC)cc2)c(NC(=O)CN2CCCCC2)s1 returned USP7 inh 12, USP10 block 5, USP17 inh 5, OTUD3 block 28, UCHL1 block 6, USP8 inh 5, USP30 block 74* and USP28 inh 19.
For CSc1ncc(C(=O)Nc2ccc(Cc3ccncc3)cc2)c(C)n1 the results were USP7 inh 0, USP10 block -1, USP17 inh 15, OTUD3 block -17, UCHL1 block -6, USP8 inh 5, USP30 block -84 and USP28 inh 1.
